Screens deposited in PubChem by several laboratories.
Hsp70 act: switches on Hsp70 transcription | 200,000 compounds, 0.04% hits | activation, % at 10 µM | AID 1203 | HeLa Hsp70 promoter luciferase reporter, luminescence; scaled: vehicle 0, proteasome-inhibitor control 100%;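 active means activation above the mean across all tested compounds plus 3 SD, cutoff set per campaign, cut at about 5.5% in these data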;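 further: 100% = MG132 at 30 µM as the positive control and 0% = DMSO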
G6PDH CS: L. mesenteroides G6PDH inhibition counter-screen | 200,000 compounds, 0.12% hits | inhibition, % at 5 µM | Purified L. mesenteroides G6PDH, diaphorase/resazurin coupled fluorescence, 45 min; in the data active means inhibition above about 50%
Diaph act CS: diaphorase activation or chemical reduction counter-screen | Diaphorase/resazurin coupled assay, resorufin fluorescence, 16 min; hits give high values; 1 = vehicle wells, 0 = NADH-free wells | activation factor at 20 µM | 190,000 compounds, 0.005% hits | AID 1229;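 active means diaphorase activity raised at least twofold by the compound at 20 µM; inactive means activation factor below 2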
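Test system: Clostridium kluyveri diaphorase, purified enzyme. Buffer or medium: 50 mM HEPES pH 7.4 buffer plus MgCl2 and Tween 20. Also added: 0.114 mM NADH and 0.1 mM resazurin, final amounts. Dosing: compound 20 µM once, DMSO 1%. Schedule: 16 min enzyme reaction, ambient temperature. Detection: fluorescence of resorufin, 544 nm excitation, 590 nm emission.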
STAT3 blocker: STAT3 signaling inhibition; U3A cells, IL-6 STAT3-luciferase reporter, luminescence; host cell line lacks STAT1; 190,000 compounds, 0.89% hits; AID 862; inhibition, % at 5.5 µM;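 active means inhibition above the mean inhibition across all screened compounds plus 3 SD, cut at about 44% in these data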;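 further: 0% = DMSO only wells and 100% = 100 µM nifuroxazide control wells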
TLR4 MyD88 comp: blocks binding of human TLR4 to MyD88; HeLa CL3-4 TLR4/MyD88 BLA complementation, FRET ratio; 200,000 compounds, 0.18% hits; AID 861; inhibition, % at 8.4 µM; in the data active means inhibition above about 25%;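 further: 0% = vehicle and 100% = reference inhibitor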
STAT1 activator: STAT1 signaling activation | 200,000 compounds, 2.6% hits | NIH 3T3 STAT1-luciferase reporter, IFN-gamma, luminescence; 100% = IFN-gamma alone, no compound | AID 932 | activation (% of control), % at 5.5 µM;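 active means activation above the screen-wide mean activation plus 3 SD, cut at about 130% in these data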;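 further: raw ratio to IFN-gamma control signal so 100% means no change and 0% no light; values of inactives mirror those of a sister screen read the other way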
STAT1 blocker: inhibitors of IFN-gamma induced STAT1 signaling | NIH 3T3 STAT1-luciferase reporter, luminescence | inhibition, % at 5.5 µM | 200,000 compounds, 0.35% hits | AID 920;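 active means inhibition above a set limit, the mean inhibition across all tested compounds plus 3 SD, cut at about 34% in these data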;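 further: 0% = IFN-gamma with DMSO and 100% = IFN-gamma with 300 µM nifuroxazide; values of inactives mirror those of a sister screen read the other way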
APP 5UTR inh: APP translation inhibition; SH-SY5Y APP 5'UTR-luciferase reporter, luminescence; inhibition, % at 2 µM; 190,000 compounds, 0.82% hits; AID 1285;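 active means inhibition above a set limit, derived from the sample mean plus 3 SD, cut at about 45% in these data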; further: values of inactives mirror those of a sister screen read the other way
STAT3 activator: increases IL-6 driven STAT3 reporter signal | U3A cells, IL-6 STAT3-luciferase reporter, luminescence; 100% = signal with IL-6 EC80 alone | activation (% of control), % at 5.6 µM | 190,000 compounds, 0.91% hits;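 active means activation above the screen-wide mean of compound activation plus 3 SD, cut at about 130% in these data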;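 further: 0% = background luminescence of wells with medium and substrate only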
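Material: STAT3-luciferase reporter U3A cells. Controls: IL-6-treated wells, 100% activation. Read-out: % activation versus median of IL-6-stimulated wells. Probe or stimulus: IL-6 stimulus at 33 ng/mL final. Timing: compound 1 h, then IL-6 6 h at 37 °C. Signal: reporter luminescence signal.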
Diaph inh CS: counter-screen for diaphorase-based assays: diaphorase inhibitors and chemical oxidizers. diaphorase resazurin-to-resorufin fluorescence, NADH, 16 min; bacterial (C. kluyveri) enzyme, not human. 190,000 compounds, 0.69% hits. inhibition, % at 20 µM. AID 1217;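 active means primary screen inhibition at 20 µM above a set limit, cut at about 50% in these data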;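 further: plate controls were DMSO with full reaction for no effect and wells lacking NADH for full effect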
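Assay system: diaphorase enzyme from Clostridium kluyveri; Input: enzyme working solution with 0.14 U/mL diaphorase; Timing: 16 min at room temperature; Technique: resorufin fluorescence, excitation 544 nm, emission 590 nm; Benchmarks: positive control minus NADH, DMSO neutral control.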
Starred values were filed as active, the others as inactive.

What do the screens show for `Cc1ccc(S(=O)(=O)NC2=NCN(CCOC(=O)c3ccc([N+](=O)[O-])cc3)CN2)cc1`?
Hsp70 act: -0.2; G6PDH CS: 1; Diaph act CS: 1.1; STAT3 blocker: -6; TLR4 MyD88 comp: 6; STAT1 activator: 96; STAT1 blocker: 10; APP 5UTR inh: 11; STAT3 activator: 105; Diaph inh CS: -6

How did COc1cc2c(cc1OC)C(c1ccccc1)N(S(C)(=O)=O)CC2 (configuration not stated) do in these assays?
Hsp70 act: -0.1; G6PDH CS: 2; Diaph act CS: 0.2; STAT3 blocker: 7; TLR4 MyD88 comp: -13; STAT1 activator: 90; STAT1 blocker: 9; APP 5UTR inh: 4; STAT3 activator: 98; Diaph inh CS: 82*

What do the screens show for `CCOc1ccccc1NC(=O)C(NCC1(N2CCCCC2)CCCCC1)c1ccccc1` (configuration not stated)?
Hsp70 act: -0.2; G6PDH CS: -8; Diaph act CS: 1; STAT3 blocker: 8; TLR4 MyD88 comp: -5; STAT1 activator: 90; STAT1 blocker: 11; APP 5UTR inh: 6; STAT3 activator: 100; Diaph inh CS: -3

Results for CCCC(=O)NC(C)c1nc2ccccc2n1C(C)C (configuration not stated) ?
Hsp70 act: -0.1; G6PDH CS: 9; Diaph act CS: 1; STAT3 blocker: -9; TLR4 MyD88 comp: 6; STAT1 activator: 98; STAT1 blocker: 3; APP 5UTR inh: 16; STAT3 activator: 108; Diaph inh CS: 2

Results for O=C(Cc1ccccc1)Nc1nc(-c2cccc([N+](=O)[O-])c2)cs1 ?
Hsp70 act: -0.2; G6PDH CS: -6; Diaph act CS: 1; STAT3 blocker: 15; TLR4 MyD88 comp: 14; STAT1 activator: 111; STAT1 blocker: -12; APP 5UTR inh: -3; STAT3 activator: 91; Diaph inh CS: 0

What do the screens show for `Cc1cccc(C(=O)N[C@H](C(=O)OCC(=O)NC(=O)c2cccn2C)C(C)C)c1`?
Hsp70 act: -0.2; G6PDH CS: 2; Diaph act CS: 0.9; STAT3 blocker: -8; TLR4 MyD88 comp: -1; STAT1 activator: 103; STAT1 blocker: -3; APP 5UTR inh: 4; STAT3 activator: 105; Diaph inh CS: 10

How did Cc1ccc(/C=N/N=C2/NC(=O)C(CC(=O)Nc3ccccc3)S2)o1 (configuration not stated) do in these assays?
Hsp70 act: -0.4; G6PDH CS: 5; Diaph act CS: 1; STAT3 blocker: 2; TLR4 MyD88 comp: 6; STAT1 activator: 109; STAT1 blocker: -12; APP 5UTR inh: 14; STAT3 activator: 104; Diaph inh CS: 3

Results for CCOP(=O)(OCC)C(Nc1ccc(OC)cc1)c1ccco1 (configuration not stated) ?
Hsp70 act: 0.0; G6PDH CS: 0; Diaph act CS: 0.9; STAT3 blocker: 6; TLR4 MyD88 comp: -19; STAT1 activator: 99; STAT1 blocker: -1; APP 5UTR inh: 0; STAT3 activator: 100; Diaph inh CS: 12

Results for COc1ccc(C(=O)Nc2c(Cl)cc(Cl)cc2C(=O)NCc2ccco2)cc1 ?
Hsp70 act: 0.0; G6PDH CS: 2; Diaph act CS: 0.9; STAT3 blocker: -5; TLR4 MyD88 comp: -8; STAT1 activator: 102; STAT1 blocker: -2; APP 5UTR inh: -12; STAT3 activator: 107; Diaph inh CS: 8

Results for Cc1ccccc1OCCCSc1nc2ccccc2[nH]1 ?
Hsp70 act: -0.1; G6PDH CS: -7; Diaph act CS: 0.8; STAT3 blocker: 13; TLR4 MyD88 comp: -11; STAT1 activator: 103; STAT1 blocker: -4; APP 5UTR inh: -11; STAT3 activator: 91; Diaph inh CS: 18

What do the screens show for `Cc1ccc2[nH]c3c(c2c1)CCC3=O`?
Hsp70 act: 0.0; G6PDH CS: 0; Diaph act CS: 1; STAT3 blocker: 18; TLR4 MyD88 comp: -2; STAT1 activator: 102; STAT1 blocker: -2; APP 5UTR inh: -7; STAT3 activator: 87; Diaph inh CS: 4

What do the screens show for `COc1ccc(C(=O)Nc2ccccc2C(=O)NCCCn2ccnc2)cc1`?
Hsp70 act: -0.3; G6PDH CS: -4; Diaph act CS: 1.1; STAT3 blocker: 5; TLR4 MyD88 comp: -6; STAT1 activator: 106; STAT1 blocker: -7; APP 5UTR inh: 9; STAT3 activator: 101; Diaph inh CS: -8

What do the screens show for `Cc1cccc(NC(=O)c2sc(NC(=O)COc3ccccc3)c(C#N)c2C)c1C`?
Hsp70 act: -0.5; G6PDH CS: -26; Diaph act CS: 0.9; STAT3 blocker: -2; TLR4 MyD88 comp: -7; STAT1 activator: 96; STAT1 blocker: 4; APP 5UTR inh: -2; STAT3 activator: 99; Diaph inh CS: 11

How did CC1=CC(C)C2(CO)COC(c3ccccc3O)C1C2C (configuration not stated) do in these assays?
Hsp70 act: -0.3; G6PDH CS: -2; Diaph act CS: 0.8; STAT3 blocker: -3; TLR4 MyD88 comp: 2; STAT1 activator: 100; STAT1 blocker: -1; APP 5UTR inh: 3; STAT3 activator: 106; Diaph inh CS: 17

What do the screens show for `Cn1cc(C(=O)N/N=C/c2cccs2)c2ccccc21`?
Hsp70 act: -0.1; G6PDH CS: -4; Diaph act CS: 1.1; STAT3 blocker: -12; TLR4 MyD88 comp: 10; STAT1 activator: 110; STAT1 blocker: -11; APP 5UTR inh: -27; STAT3 activator: 110; Diaph inh CS: -5

Results for COc1ccc(CC2S/C(=N/N=C/c3ccc(O)cc3)NC2=O)cc1 (configuration not stated) ?
Hsp70 act: 0.4; G6PDH CS: 4; Diaph act CS: 0.9; STAT3 blocker: 1; TLR4 MyD88 comp: -12; STAT1 activator: 117; STAT1 blocker: -20; APP 5UTR inh: -4; STAT3 activator: 100; Diaph inh CS: 9

What do the screens show for `Fc1ccc(N=c2ssnc2Cl)c(F)c1`?
Hsp70 act: -0.2; G6PDH CS: 1; Diaph act CS: 0.8; STAT3 blocker: 0; TLR4 MyD88 comp: 0; STAT1 activator: 94; STAT1 blocker: 5; APP 5UTR inh: -15; STAT3 activator: 101; Diaph inh CS: 18

What do the screens show for `Cc1ccc(/C=C/C(=O)OCC(=O)NCCN2C(=O)CSC2=O)cc1`?
Hsp70 act: -0.2; G6PDH CS: 7; Diaph act CS: 1; STAT3 blocker: 6; TLR4 MyD88 comp: -11; STAT1 activator: 94; STAT1 blocker: 5; APP 5UTR inh: 8; STAT3 activator: 104; Diaph inh CS: 5

Results for COC(=O)C1=C(C)N(Cc2ccc(OC)cc2)C(=O)C1 ?
Hsp70 act: -0.3; G6PDH CS: 20; Diaph act CS: 1.1; STAT3 blocker: 0; TLR4 MyD88 comp: -16; STAT1 activator: 102; STAT1 blocker: -2; STAT3 activator: 105; Diaph inh CS: -10

Results for O=C(Nc1c2c(nc3c1CCC3)CCCC2)c1ccccn1 ?
Hsp70 act: -0.4; G6PDH CS: 9; Diaph act CS: 0.9; STAT3 blocker: 13; TLR4 MyD88 comp: 7; STAT1 activator: 90; STAT1 blocker: 11; APP 5UTR inh: 14; STAT3 activator: 92; Diaph inh CS: 14

What do the screens show for `O=C(Nc1ccc2c(c1)OCO2)c1ccc(Cl)s1`?
Hsp70 act: 2.2; G6PDH CS: 12; Diaph act CS: 0.8; STAT3 blocker: -16; TLR4 MyD88 comp: -2; STAT1 activator: 130*; STAT1 blocker: -33; APP 5UTR inh: -184; STAT3 activator: 120; Diaph inh CS: 18

What do the screens show for `CCOc1cc(C(=O)CCC(=O)OCC(=O)Nc2ccc(C)c(S(=O)(=O)N(C)C)c2)ccc1O`?
Hsp70 act: 0.2; G6PDH CS: 10; Diaph act CS: 0.9; STAT3 blocker: 4; TLR4 MyD88 comp: -3; STAT1 activator: 101; STAT1 blocker: -3; APP 5UTR inh: 14; STAT3 activator: 103; Diaph inh CS: 13

Results for CCOc1c(Cl)cc(CNC(C)(C)CC(C)(C)C)cc1OC ?
Hsp70 act: -0.3; G6PDH CS: -4; Diaph act CS: 0.9; STAT3 blocker: 0; TLR4 MyD88 comp: 3; STAT1 activator: 100; STAT1 blocker: 0; APP 5UTR inh: -18; STAT3 activator: 97; Diaph inh CS: 12

How did COc1ccc(Cn2cc3c(-c4ccc(F)cc4)nnc-3c3cc(OC)c(OC)cc32)cc1 do in these assays?
Hsp70 act: -0.1; G6PDH CS: -51; Diaph act CS: 1.5; STAT3 blocker: 13; TLR4 MyD88 comp: 28*; STAT1 activator: 105; STAT1 blocker: -5; APP 5UTR inh: 7; STAT3 activator: 96; Diaph inh CS: -48

Results for Cc1ccc(C(=O)Nc2ncc3c(n2)CC(c2ccco2)CC3=O)cc1 (configuration not stated) ?
Hsp70 act: -0.1; G6PDH CS: 9; Diaph act CS: 0.9; STAT3 blocker: 6; TLR4 MyD88 comp: -2; STAT1 activator: 99; STAT1 blocker: 2; APP 5UTR inh: -31; STAT3 activator: 98; Diaph inh CS: 6

Results for CC(=O)Nc1cccc(/C(C)=N/NC(=O)c2cccs2)c1 ?
Hsp70 act: 0.0; G6PDH CS: 2; Diaph act CS: 0.8; STAT3 blocker: -12; TLR4 MyD88 comp: 6; STAT1 activator: 140*; STAT1 blocker: -43; APP 5UTR inh: -7; STAT3 activator: 108; Diaph inh CS: 15

How did CCN(Cc1ccccc1)S(=O)(=O)c1ccc(C(=O)Nc2nnc(-c3ccccc3OC)o2)cc1 do in these assays?
Hsp70 act: 0.2; G6PDH CS: 3; Diaph act CS: 1.1; STAT3 blocker: 12; TLR4 MyD88 comp: 2; STAT1 activator: 107; STAT1 blocker: -8; APP 5UTR inh: 25; STAT3 activator: 94; Diaph inh CS: -10
